# Myeloid diff 2 – compounds promoting myeloid differentiation. calls only at 10 µM. 360,000 tested, 1% active. AID 624256. ER-HoxA9 myeloid progenitors, lysozyme-GFP differentiation, flow cytometry;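 active = normalized GFP-positive differentiation at or above the plate's own cutoff, the solvent-only control mean plus 3 SD; inconclusive = no clear call, values can overlap the other calls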;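 also: cells exposed to compound for four days before flow analysis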
# UTI89 phage lysis – protection from phage-mediated lysis, alamar blue read-out – E. coli UTI89, K1F phage, bacterial capsule biogenesis inhibitors (AID 488966). E. coli UTI89 K1F phage lysis, alamar blue, 2 h; higher % means a stronger effect. inhibition, % at 100 µM; hits with a dose series show IC50 in µM. 340,000 tested, 0.02% active;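 active = phage lysis inhibition, versus mean bacterial control, above a set limit; inconclusive = no clear call, values can overlap the other calls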;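 also: capsule biogenesis inhibitors block K1F phage lysis so surviving cells raise fluorescence; higher fluorescence means more inhibition of phage lysis; actives were called in the ten point dose series up to 300 µM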
# Lipid droplet – hepatic lipid droplet formation modulation; inhibition, % at 6.5 µM; AID 1656; 240,000 tested, 0.4% active; AML12 mouse hepatocytes, oleate lipid droplets, BODIPY imaging;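 active = lipid droplet intensity inhibited by at least 50%, with more than 500 cells counted; inconclusive = wells with under 300 cells, treated as cytotoxic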
#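 Assay system: AML12 mouse liver cells | Compound dosing: One dose, 6.5 µM compound | Read-out basis: Droplet intensity reduction, % inhibition | Measured by: Fluorescence imaging, 20x objective, two fields per well | Schedule: Overnight treatment with compound plus oleate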
# Lipid droplet cells 6.5 µM – recorded beside Lipid droplet, whose call it bears; cell count; measured here: cell count, cytotoxicity flag;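 cells counted across two imaged fields per well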
# Myeloid diff 2 GFP+ MAC1+ % – recorded beside Myeloid diff 2, whose call it bears; GFP+ MAC1+ double positive, %; measured here: differentiation confirmed by MAC1 staining
# * = called active by the depositor; i = inactive; ? = inconclusive; nt = no result given; [ ] = another dose, or the depositor's remark. Some of the compounds tested; rates above refer to the full screens.
no.	compound	UTI89 phage lysis	Myeloid diff 2	Myeloid diff 2 GFP+ MAC1+ %	Lipid droplet cells 6.5 µM	Lipid droplet
1	CN(CC(=O)Nc1ccc2c(c1)OCCO2)S(=O)(=O)c1ccc(F)cc1	-0.1%	i	1.5	785	-3
2	O=C(N1CCN(c2ccccc2F)CC1)C1(S(=O)(=O)c2ccc(Cl)cc2)CC1	0.9%	i	1.0	810	-1
3	O=C(c1ccc2oc(CCCc3ccccc3)nc2c1)N1CCCC(CCCO)C1 (stereo unspecified)	0.0%	i	3.7	860	0
4	COCCn1c(=O)[nH]c2cc(C(=O)N3CCN(c4ccc(OC)cc4)CC3)ccc2c1=O	0.3%	i	0.8	815	-2
5	COc1ccccc1CN(C(=O)c1cnccn1)C(C(=O)NC1CCCCC1)c1cc(OC)c(OC)c(OC)c1 (stereo unspecified)	1.1%	i	0.6	780	-16
6	C/C=C(\C)CN1CCC(n2nccc2NC(=O)CCOc2ccccc2)CC1	0.1%	?	nt	850	1
7	COc1ccccc1CN(C)S(=O)(=O)c1cccs1	0.3%	i	0.7	730	14
8	O=C(NC1CCCCC1)c1ccc(CS(=O)(=O)c2ccc(Cl)cc2)o1	-0.1%	i	4.4	699	5
9	COc1ccc(/C=C/c2nc3ccccc3c(=O)n2-c2cccc(C(=O)O)c2)cc1	0.4%	i	0.8	417	-5
10	Cc1ccc2c(c1)N(C(=O)CCC(=O)NCc1cccc(Br)c1)CC(C)O2 (stereo unspecified)	0.1%	i	8.4	798	20
11	Cc1ccc(C(=O)Nc2ccc(N3CCN(C)CC3)cc2)cc1C	0.0%	i	0.4	773	-4
12	CCN1CCN(CCCNC(=O)c2ccc3c(c2)N(Cc2ccc(C)cc2)CCS3)CC1	0.2%	i	1.1	705	-26
13	COc1cc(CC(=O)NCC(C)(C)N2CCOCC2)cc(OC)c1OC	0.4%	i	1.1	807	-2
14	Cc1ccc(OC(C)C(=O)N(C)Cc2ccccc2)c([N+](=O)[O-])n1 (stereo unspecified)	2.0%[50 µM]	i	1.3	767	3
15	COc1ccc(CN2CCN(Cc3ccc(C(F)(F)F)cc3)CC2)c(OC)c1	0.0%	i	0.7	397	-18
16	COc1ccc(CN2C(=NC(=O)CCc3ccccc3)SC3CS(=O)(=O)CC32)cc1 (stereo unspecified)	0.4%	i	3.8	696	-1
17	CCOCCCN(C(=O)c1snc(C(N)=O)c1N)C(C(=O)NC1CCCC1)c1ccc(F)cc1 (stereo unspecified)	-0.1%	i	4.0	809	-3
18	COc1ccccc1CNC(=O)C1CCCCN1S(=O)(=O)c1ccccc1 (stereo unspecified)	-0.4%	i	0.2	744	-17
19	COC(=O)c1ccc(Cn2nnc3c(=O)[nH]c(C4CCCN(S(=O)(=O)c5ccc(C)cc5)C4)nc32)cc1 (stereo unspecified)	0.1%	i	9.2	740	-6
20	COc1ccc(N(C(=O)c2cccnc2)S(=O)(=O)c2cc(OC)ccc2OC)cc1	0.0%	i	1.4	683	-2
21	O=C(O)c1ccc(Cl)c(S(=O)(=O)Nc2ccc(OCc3ccccc3)cc2)c1	0.3%	i	1.4	830	-6
22	Cc1ccc2nc(CCc3nc4ccc(C)cc4[nH]3)[nH]c2c1	2.1%	i	0.3	830	0
23	Cc1onc(-c2c(F)cccc2Cl)c1C(=O)N=C(N)N1CCCC1	-0.1%	i	0.4	656	-24
24	COc1ccc(C(CNC(=O)Cc2ccc3ccccc3c2)N(C)C)cc1 (stereo unspecified)	-0.2%	i	1.0	816	-14
25	Cc1ccc(C(=O)N(Cc2sccc2C)C2CCS(=O)(=O)C2)cc1 (stereo unspecified)	-0.2%	i	0.7	681	0
26	CCOCCCNS(=O)(=O)c1cc2[nH]c3c(c2cc1C)C(=O)CC(C)(C)C3	0.0%	i	0.2	871	15
27	CCOC(=O)c1c(C)[nH]c(C)c1S(=O)(=O)N(C)CC(=O)Nc1ccccc1OC	0.2%	i	11	763	4
28	Cc1cccc(C(=O)Nc2nnc(Cc3ccccc3)s2)c1	0.3%	i	1.1	855	-2
29	CC(NS(=O)(=O)c1ccc(Br)cc1)C(=O)NCC1CCCO1 (stereo unspecified)	-0.3%	i	0.7	525	-2
30	C/C(N)=C(/C#N)C(=O)COC(=O)c1ccc(OCC2CCCO2)cc1 (stereo unspecified)	-0.2%	i	0.7	833	-12

# Exported with each value named: 4 of the compounds above
25: Cc1ccc(C(=O)N(Cc2sccc2C)C2CCS(=O)(=O)C2)cc1 (stereo unspecified)
- UTI89 phage lysis = -0.2%
- Myeloid diff 2 = i
- Myeloid diff 2 GFP+ MAC1+ % = 0.7
- Lipid droplet cells 6.5 µM = 681
- Lipid droplet = 0
20: COc1ccc(N(C(=O)c2cccnc2)S(=O)(=O)c2cc(OC)ccc2OC)cc1
- UTI89 phage lysis = 0.0%
- Myeloid diff 2 = i
- Myeloid diff 2 GFP+ MAC1+ % = 1.4
- Lipid droplet cells 6.5 µM = 683
- Lipid droplet = -2
4: COCCn1c(=O)[nH]c2cc(C(=O)N3CCN(c4ccc(OC)cc4)CC3)ccc2c1=O
- UTI89 phage lysis = 0.3%
- Myeloid diff 2 = i
- Myeloid diff 2 GFP+ MAC1+ % = 0.8
- Lipid droplet cells 6.5 µM = 815
- Lipid droplet = -2
17: CCOCCCN(C(=O)c1snc(C(N)=O)c1N)C(C(=O)NC1CCCC1)c1ccc(F)cc1 (stereo unspecified)
- UTI89 phage lysis = -0.1%
- Myeloid diff 2 = i
- Myeloid diff 2 GFP+ MAC1+ % = 4.0
- Lipid droplet cells 6.5 µM = 809
- Lipid droplet = -3

# (listing goes on)
no.	compound	UTI89 phage lysis	Myeloid diff 2	Myeloid diff 2 GFP+ MAC1+ %	Lipid droplet cells 6.5 µM	Lipid droplet
31	COc1ccc(C(=O)NNC(=O)CSc2nnnn2-c2cc(OC)cc(OC)c2)cc1	0.0%	i	0.5	834	30
32	CCC(C)c1ccc(N(C(=O)c2ccco2)C(C(=O)NC2CCCC2)c2cccnc2)cc1 (stereo unspecified)	-0.9%	i	0.6	806	-2
33	COC(C(=O)NNS(=O)(=O)c1ccc([N+](=O)[O-])cc1)c1ccccc1 (stereo unspecified)	0.2%	i	0.5	745	-28
34	COc1ccccc1NC(=O)CC12CC3CC(CC(Br)(C3)C1)C2	0.2%	i	2.4	790	-2
35	Cc1cccc(COC(=O)Nc2ccc(NC(=O)c3ccccc3Cl)cc2)c1	0.2%	i	1.0	838	4
36	COc1ccc(NS(=O)(=O)c2csc(C(N)=O)c2)cc1OC	0.3%	i	0.6	838	4
37	COc1ccc(NC(=O)c2sc3nc(C)nc(N4CCN(c5ccccn5)CC4)c3c2C)cc1Cl	0.1%	?	nt	720	-33
38	CCOc1ccc(C(C(=O)NCC2CCCO2)N(Cc2ccccc2)C(=O)c2snc(C(N)=O)c2N)cc1 (stereo unspecified)	0.0%	i	2.2	767	-26
39	COCCNC(=O)CN(C(=O)CCC(=O)Nc1ccccn1)c1ccc(OC)cc1	-0.4%	i	0.5	891	19
40	Cn1c(=O)[nH]c(=O)c2c1[nH]c(=S)n2Cc1ccccc1	0.1%	i	0.8	797	-4
41	CN(C)CC#CCC(O)(c1ccccc1)c1ccccc1	0.2%	i	0.1	699	-5
42	COc1ccc(OC)c(NC(=O)CSc2nn3c(=O)c(C)nnc3s2)c1	0.1%	i	1.4	720	36
43	Cc1cccc(-n2nc3c(c2NC(=O)c2ccc4c(c2)OCO4)CS(=O)(=O)C3)c1C	2.8%	i	0.6	791	4
44	O=C(N1CCOCC1)N1CCc2ccccc21	0.1%	i	0.6	807	0
45	N=c1oc2cc(O)ccc2cc1C(=O)Nc1ccc(F)cc1	0.2%	i	1.0	688	15
46	CCOCc1nnc(NC(=O)CS(=O)(=O)c2ccc(C)cc2)s1	0.1%	i	4.1	800	9
47	CC(C)n1c(SCC(=O)N2CCN(C)CC2)nc2c1c(=O)n(C)c(=O)n2C	-0.1%	i	1.5	827	8
48	Cc1nn(C)c(C)c1CCC(=O)N1CCCC(C(=O)c2cccc(OC(C)C)c2)C1 (stereo unspecified)	0.1%	i	0.5	765	-15
49	COc1ccccc1CNC(=O)[C@@H](NC(=O)C1CCN(C(=O)[C@@H]2CCCN2)CC1)C(C)C	1.0%	i	1.3	807	-3
50	CC(C)[C@H](NC(=O)C1CCN(S(=O)(=O)c2ccc(F)cc2)CC1)C(=O)N1CCCC1	0.1%	i	1.7	720	-5
51	CN(Cc1ccccc1C#N)S(=O)(=O)c1cccs1	0.0%	i	0.6	797	12
52	COc1cccc(NC(=O)CCN2C(=O)c3cccc([N+](=O)[O-])c3C2=O)c1	0.0%	i	0.7	830	-1
53	COc1cc2c(cc1OC)CN(C(=O)C1CCC(=O)N(CCCN3CCOCC3)C1)CC2 (stereo unspecified)	0.3%	i	0.4	699	0
54	COc1ccc(N2CCN(C(=O)Cc3ccc(Cl)cc3)CC2)cc1	1.4%	i	2.1	797	-18
55	CCOC(=O)c1cnc2ccc(C)cc2c1N(C)Cc1ccccc1	0.0%	i	1.0	813	-7
56	CCOC(=O)c1ccc(NC(=O)c2ccc3c(c2)C(=O)N(Cc2cccnc2)C3=O)cc1	-0.1%	i	2.6	702	6
57	COc1ccc(OC)c(NC(=O)CN(Cc2ccc(F)cc2)C2CCCCC2)c1	0.0%	i	1.0	838	0
58	Cc1cccc(/C(N)=N/OC(=O)CCCc2ccccc2)c1	1.3%[50 µM]	i	1.0	671	1
59	Cc1cc(NC(=O)c2ccc(F)c(S(=O)(=O)N3CCCCC3)c2)no1	-0.1%	i	3.8	846	0
60	COc1c(O)ccc(/C=N\NC(=O)c2ccc3c(c2)OCO3)c1[N+](=O)[O-]	-0.2%	i	0.3	796	0

# Full records from above. Order of values: UTI89 phage lysis | Myeloid diff 2 | Myeloid diff 2 GFP+ MAC1+ % | Lipid droplet cells 6.5 µM | Lipid droplet
# Entry for `COc1ccc(OC)c(NC(=O)CN(Cc2ccc(F)cc2)C2CCCCC2)c1` = 0.0% | i | 1.0 | 838 | 0
# Entry for `Cc1cccc(-n2nc3c(c2NC(=O)c2ccc4c(c2)OCO4)CS(=O)(=O)C3)c1C` = 2.8% | i | 0.6 | 791 | 4
# Entry for `CCOCc1nnc(NC(=O)CS(=O)(=O)c2ccc(C)cc2)s1` = 0.1% | i | 4.1 | 800 | 9
# Entry for `COc1ccccc1CNC(=O)[C@@H](NC(=O)C1CCN(C(=O)[C@@H]2CCCN2)CC1)C(C)C` = 1.0% | i | 1.3 | 807 | -3
# Entry for `CN(C)CC#CCC(O)(c1ccccc1)c1ccccc1` = 0.2% | i | 0.1 | 699 | -5

# Carrying on.
no.	compound	UTI89 phage lysis	Myeloid diff 2	Myeloid diff 2 GFP+ MAC1+ %	Lipid droplet cells 6.5 µM	Lipid droplet
61	COC(=O)Cn1ccc2cc(S(=O)(=O)N3CCCCCC3)ccc21	0.0%	i	0.3	737	-3
62	CC(CN1C(C)CCCC1C)OC(=O)c1ccc(F)cc1 (stereo unspecified)	-0.9%[50 µM]	i	0.5	763	2
63	CS(=O)(=O)c1ccc(-n2nnc3ccccc32)c([N+](=O)[O-])c1	-1.3%	i	1.0	680	-19
64	CCOC(=O)C1CCCCN1S(=O)(=O)c1ccc2c(c1)CC(C)N2C(=O)C1CCC1 (stereo unspecified)	0.5%	i	1.0	656	-18
65	O=C(NCCc1ccccc1F)c1ccc2c(c1)OCCO2	-0.7%	i	1.6	739	-8
66	CC(Sc1nnc2c(n1)[nH]c1ccccc12)C(=O)NC1CCCCC1 (stereo unspecified)	-0.1%	i	1.8	809	8
67	Cc1ccc(C(=O)N2CCN(c3ccccn3)CC2)cc1Cl	-0.2%	i	0.7	840	-16
68	COC(=O)c1ccc(NC(=O)CCC(=O)c2ccc(F)cc2)cc1	0.1%	i	1.3	813	10
69	CC(C)Cc1nnc(NC(=O)c2cc(S(=O)(=O)N(C)C)ccc2N2CCCC2)s1	0.0%	i	0.9	666	-3
70	CNC(=S)N1N=C(c2cccs2)CC1c1ccc(F)cc1 (stereo unspecified)	0.1%	i	0.1	677	-8
71	C=CCOc1cccc(C2/C(=C(\O)c3ccc4c(c3)OCCO4)C(=O)C(=O)N2CCN2CCOCC2)c1 (stereo unspecified)	0.2%	i	0.9	710	-6
72	O=S(=O)(c1ccccc1)c1nnn2c1nc(NC1CCN(Cc3ccccc3)CC1)c1cc(Cl)ccc12	0.6%	?	nt	698	-75
73	COC(=O)C(Cc1c[nH]c2ccccc12)NC(=O)c1ccccc1Br (stereo unspecified)	0.8%	i	0.6	823	-5
74	CSc1ccccc1C(=O)NC1CCCN(c2ccc(C(F)(F)F)cn2)C1 (stereo unspecified)	-0.2%	i	0.8	791	9
75	Cc1ccc(OCC(=O)NNC(=O)c2ccc(NC(=O)C3CC3)cc2)c(C)c1	1.2%[50 µM]	i	1.2	905	-1
76	COc1ccccc1/C=C1\SC(=S)N(CCC(=O)NNC(=O)c2ccccc2OC)C1=O	0.1%	i	1.4	795	0
77	O=CN1CCN(S(=O)(=O)c2ccc(S(=O)(=O)NC3CCCCC3)cc2)CC1	1.5%	i	3.2	755	-6
78	COc1cccc(NC(=O)c2ccc(CN3CCc4ccccc4C3)cc2)c1	0.3%	i	0.5	874	10

# Bioassay records (PubChem)
